# Rab2 wt GTP: changes GTP binding to wildtype dog Rab2A, up or down. 190,000 tested, 0.19% active. GTP binding activity, % at 10 µM. AID 760. GST-Rab2 wt beads, Bodipy-GTP binding, flow cytometry. P61105;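 active = GTP binding activity at least 20 points away from 100%, either lowered or raised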;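 also: 0% = beads with excess unlabeled GTP and 100% = no-compound control corrected for plate trend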
# Rac1 act GTP bind: alters GTP binding to activated mutant human Rac1; GST-Rac1 activated beads, fluorescent GTP binding, flow cytometry; actives lie on both sides; 100% means binding = to untreated wells; percent activity (GTP binding), % at 10 µM; 190,000 tested, 0.11% active; AID 764;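 active = GTP binding at least 20 percentage points away from the 100% baseline, in either direction, so actives lie on both sides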
# GSH fluor: GSH bead compound fluorescence profile | GSH beads flow cytometry, compound fluorescence 488/530 nm; stronger effect = higher value | fluorescence (KMESF) at 10 µM | 190,000 tested, 0.25% active | AID 1776; in the data active = fluorescence above about 89;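 also: glutathione beads carrying GST-tagged Bcl family fusion proteins plus one bare bead set; values are compound well signal with DMSO vehicle wells as background; inactives centre near 16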
# Cdc42 wt: human Cdc42 wildtype GTP binding change, either direction; 190,000 tested, 0.2% active; GST-Cdc42 beads, Bodipy-GTP binding, flow cytometry; actives lie on both sides; P60953; percent activity (GTP binding), % at 10 µM;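 active = percent activity GTP binding at least 20 points away from the 100% baseline, either down as inhibitor or up as activator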;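 also: median bead fluorescence of bound Bodipy-FL-GTP at 100 nM; 0% = excess unlabeled GTP control and 100% = no compound control; below 100% means less GTP binding so inhibitor and above means activator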
# Target sequence (P60953 whole entry, looked up): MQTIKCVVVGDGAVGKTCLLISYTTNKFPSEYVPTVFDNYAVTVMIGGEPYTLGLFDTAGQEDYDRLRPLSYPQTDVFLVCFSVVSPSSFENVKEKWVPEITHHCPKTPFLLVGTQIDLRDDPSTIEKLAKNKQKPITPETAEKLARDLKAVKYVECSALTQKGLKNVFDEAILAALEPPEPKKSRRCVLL
# ABCB1 block: inhibitors of human ABCB1 transporter, ABCG2 counter-screen. P08183. CCRF-Adr cells, JC-1 efflux, flow cytometry. inhibition, % at 6.6 µM. 190,000 tested, 0.067% active; in the data active = inhibition above about 40%;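 also: 0% = vehicle and 100% = reference inhibitor; higher value means more JC-1 retained so stronger ABCB1 efflux block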
# ABCG2 inh: human ABCG2 inhibition, ABCB1 as counter-screen. Q9UNQ0. IgMXP3 cells, JC-1 efflux, flow cytometry. inhibition, % at 6.6 µM. 190,000 tested, 0.1% active. AID 1325;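 active = inhibition above 80%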;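 also: 0% = DMSO and 100% = nicardipine control wells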
# Target sequence (Q9UNQ0 whole entry, looked up): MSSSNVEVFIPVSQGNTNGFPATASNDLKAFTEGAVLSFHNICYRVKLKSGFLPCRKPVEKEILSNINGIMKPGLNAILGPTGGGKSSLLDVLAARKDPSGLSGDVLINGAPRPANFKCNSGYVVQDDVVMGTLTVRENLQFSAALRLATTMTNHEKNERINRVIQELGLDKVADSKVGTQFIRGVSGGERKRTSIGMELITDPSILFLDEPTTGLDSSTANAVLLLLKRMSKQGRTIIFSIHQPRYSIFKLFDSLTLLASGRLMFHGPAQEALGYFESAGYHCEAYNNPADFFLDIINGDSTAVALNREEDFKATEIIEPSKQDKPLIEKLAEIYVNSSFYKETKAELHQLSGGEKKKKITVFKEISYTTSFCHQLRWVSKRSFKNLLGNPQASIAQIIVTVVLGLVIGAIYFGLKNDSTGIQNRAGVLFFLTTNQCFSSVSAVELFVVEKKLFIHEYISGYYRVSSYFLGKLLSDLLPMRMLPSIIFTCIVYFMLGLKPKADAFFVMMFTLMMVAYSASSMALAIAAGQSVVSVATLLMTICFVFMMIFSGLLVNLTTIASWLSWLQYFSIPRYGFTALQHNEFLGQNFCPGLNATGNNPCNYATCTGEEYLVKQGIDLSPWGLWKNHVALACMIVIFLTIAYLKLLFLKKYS
#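 Assay system – ABCG2 IgMXP3 and barcoded ABCB1 CCRF-Adr cell mix · Input – 3 million cells/mL in well · Reagent – JC-1 fluorescent substrate · Compound – single test compound dose, 6.6 µM final · Timing – 10 min exposure at 25 °C with rotation, no wash · Detection – flow cytometry of retained JC-1 fluorescence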
# HRas wt GTP bind: changes GTP binding to wildtype human HRas | 190,000 tested, 0.14% active | GTP binding activity, % at 10 µM | GST-Ras wt beads, Bodipy-FL-GTP binding, flow cytometry; actives lie on both sides | AID 759;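 active = GTP binding activity at least 20% away from the 100% baseline, either lowered as inhibitor or raised as activator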;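 also: 0% = unlabeled GTP competition control and 100% = no-compound control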
# Target sequence (P01112 whole entry, looked up): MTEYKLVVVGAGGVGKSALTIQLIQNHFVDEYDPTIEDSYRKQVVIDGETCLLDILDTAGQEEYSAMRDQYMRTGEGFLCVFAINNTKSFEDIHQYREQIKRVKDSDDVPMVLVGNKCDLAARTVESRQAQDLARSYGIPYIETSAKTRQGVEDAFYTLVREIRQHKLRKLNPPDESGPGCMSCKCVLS
# Avidin bead fluor: avidin bead compound fluorescence profile. Avidin beads, compound fluorescence 488/530 nm, flow cytometry; stronger effect = higher value. fluorescence (KMESF) at 10 µM. 220,000 tested, 0.38% active. AID 1775; in the data active = fluorescence above about 47; also: inactives centre near 10
# Pf gametocyte: P. falciparum stage V gametocyte viability inhibition; P. falciparum stage V gametocytes, ATP luminescence, 24 h; inhibition, % at 10.9 µM; 150,000 tested, 0.065% active; AID 743093;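 active = inhibition above the mean plus 3 SD of compounds within the control limits, set per campaign, cut at about 38% in these data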;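 also: 0% = DMSO wells and 100% = medium only without gametocytes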
# Rac1 wt modul: modulators of human Rac1 wildtype GTP binding; GTP binding activity (% of control), % at 10 µM; P63000; 190,000 tested, 0.27% active; GST-Rac1 beads, fluorescent GTP binding, flow cytometry; actives lie on both sides; 0 = cold GTP competed, 100 = untreated;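 active = GTP binding activity at least 20 points away from the 100% control level, either lower or higher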
# Rab7 wt modul: alters GTP binding to wildtype dog Rab7. GST-Rab7 beads, fluorescent GTP binding, flow cytometry; actives lie on both sides; untreated = 100%, excess cold GTP = 0%. GTP binding activity (percent of control), % at 10 µM. 190,000 tested, 0.055% active. AID 758;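 active = fluorescent GTP binding to Rab7 beads changed by at least 20 points from the 100% baseline, either direction, mostly lower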;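 also: median green fluorescence of bound Bodipy-FL-GTP per Rab7 bead population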
# Numbers without * were called inactive; . = no result given.
SMILES,Rab2 wt GTP,Rac1 act GTP bind,GSH fluor,Cdc42 wt,ABCB1 block,ABCG2 inh,HRas wt GTP bind,Avidin bead fluor,Pf gametocyte,Rac1 wt modul,Rab7 wt modul
c1ccc(CCNc2nc3ccccc3s2)cc1,99,97,38,102,0.4,5,101,2,-26,98,98
CCc1ccc(OCCCOc2ccc(C=O)cc2)cc1,99,97,36,103,0.1,0,100,6,.,102,94
CCc1c(O)nc(SCC(=O)N(CC)CC)[nH]c1=O,94,96,22,94,0.4,0,94,5,.,99,98
CCOc1ccc(NC(=O)CCSc2nc3c(c(CC)c2C#N)C(=O)CC(C)(C)C3)cc1,99,100,11,101,0.8,2,100,9,.,105,99
O=C(Nc1ccc(N2CCN(C(=O)c3ccco3)CC2)c(Cl)c1)c1cccs1,94,97,25,102,1.6,3,97,7,4,102,97
COc1cccc([C@@H]2Oc3ccc(OC)cc3C(=O)[C@H]2OC(=O)Nc2cc(OC)c(OC)c(OC)c2)c1,102,99,18,103,3.8,17,99,12,.,104,101
COc1ccc(Oc2c(C)oc3c(CN4CCOCC4)c(O)ccc3c2=O)cc1,101,98,31,103,0.1,1,102,8,.,103,101
O=C(Nc1ccc(F)cc1F)N1CCCCC1c1cccnc1 (stereo not given),102,99,31,106,1.2,5,101,15,6,104,100
Cc1cc(C)nc(NS(=O)(=O)c2ccc(NC(=S)NC(=O)c3ccco3)cc2)n1,94,88,11,88,0.0,0,92,10,.,89,95
Cc1ccc(/C(O)=C2\C(=O)C(=O)N(CCN(C)C)C2c2ccccc2F)cc1 (stereo not given),98,96,65,101,-0.5,-4,100,5,5,104,97
N#Cc1ccc(CSCC(=O)NN=C2CCCC2)cc1,104,96,13,96,-0.1,0,104,7,-18,101,108
O=C(Cn1c2ccccc2c(=O)c2ccccc21)N/N=C/c1cc([N+](=O)[O-])ccc1N1CCCCCC1,102,97,12,100,0.1,0,101,.,16,100,107
O=C(N/N=C/c1cccc([N+](=O)[O-])c1)c1cnccn1,102,102,13,104,0.7,10,99,14,-7,105,98
COc1ccc2c(c1)C(=NN)c1cc(OC)ccc1-2,98,99,12,98,0.2,2,99,12,.,99,100
Cc1cc(Cl)ccc1OCC(=O)NCCCCc1ccccc1,93,95,18,95,0.3,3,96,13,-13,97,98
O=c1c2ccccc2n(Cc2ccc(Cl)cc2)c(=O)n1Cc1ccco1,99,96,11,89,4.0,7,94,13,17,90,100
CSc1ccccc1Sc1cc(C(=O)O)c2ccccc2n1,97,98,19,99,0.0,0,99,5,.,101,100
O=C(Cc1c(Cl)cccc1Cl)OCC(=O)N1CCN(C(=O)c2ccco2)CC1,100,95,16,98,1.2,8,97,11,11,97,105
O=C(Nc1ccc(Br)c(Cl)c1)c1ccco1,98,97,24,100,0.3,12,99,12,.,97,101
O=[N+]([O-])c1cc(Cl)cc(/C=N\Nc2ccccn2)c1O,98,95,17,100,0.5,3,101,11,-1,98,101

# Single records, from the list above. Order of values: Rab2 wt GTP, Rac1 act GTP bind, GSH fluor, Cdc42 wt, ABCB1 block, ABCG2 inh, HRas wt GTP bind, Avidin bead fluor, Pf gametocyte, Rac1 wt modul, Rab7 wt modul
# COc1ccc(Oc2c(C)oc3c(CN4CCOCC4)c(O)ccc3c2=O)cc1 as listed: 101, 98, 31, 103, 0.1, 1, 102, 8, ., 103, 101
# Cc1ccc(/C(O)=C2\C(=O)C(=O)N(CCN(C)C)C2c2ccccc2F)cc1 (stereo not given) as listed: 98, 96, 65, 101, -0.5, -4, 100, 5, 5, 104, 97
# CCc1ccc(OCCCOc2ccc(C=O)cc2)cc1 as listed: 99, 97, 36, 103, 0.1, 0, 100, 6, ., 102, 94

# Other compounds follow:
SMILES,Rab2 wt GTP,Rac1 act GTP bind,GSH fluor,Cdc42 wt,ABCB1 block,ABCG2 inh,HRas wt GTP bind,Avidin bead fluor,Pf gametocyte,Rac1 wt modul,Rab7 wt modul
CCn1cc([C@@H]2C[C@H]3CN(Cc4cccc(Cl)c4)C(=O)[C@]34CCCN24)cn1,97,95,15,94,0.6,1,96,6,2,96,94
CCC(NC(=O)Nc1nccs1)(C(F)(F)F)C(F)(F)F,100,97,21,101,0.5,2,100,14,.,102,102
CC1(NC(=O)NCc2ccco2)CCS(=O)(=O)C1 (stereo not given),103,103,17,101,0.4,6,103,14,-7,106,100
NC(=O)COC(=O)c1ccc(C(=O)C(=O)c2ccccc2)cc1,97,94,17,95,-0.3,1,98,9,-4,98,100
O=C(CCNC(=O)c1ccccc1Cl)Nc1ccc(Cl)c(C(F)(F)F)c1,99,100,10,93,1.9,79,101,14,-11,101,96
Clc1ccc(-c2nnc(-c3ccccc3)nc2-c2c[nH]c3ccccc23)cc1,96,96,11,94,-0.4,3,94,21,5,96,98
CC(=O)N1C(C)(C)CC(=NOC(=O)c2ccccc2)CC1(C)C,101,97,18,100,1.5,17,99,8,-37,103,97
CC(=O)c1ccc(OCC(O)CN2CCN(CCO)CC2)cc1 (stereo not given),101,98,25,98,0.1,0,102,7,.,101,102
CCCOc1ccc(NC(=O)OC2CCN(C)CC2)cc1,100,102,9,100,0.6,3,101,5,23,106,102
Cc1ccccc1OCCNc1cc(N2CC(C)NC(C)C2)ccc1[N+](=O)[O-] (stereo not given),97,95,19,97,7.5,14,96,11,.,103,96
CC1CN(Cc2ccccn2)CCC1=O (stereo not given),102,102,3,103,0.4,-1,102,13,.,105,105
O=C(Nc1cccc(C(F)(F)F)c1)c1ccc(-n2cncn2)nc1,100,93,19,93,0.2,2,97,11,.,98,100
CCCCn1c(-c2ccoc2C)n[nH]c1=S,99,98,65,103,-0.8,-2,99,7,-14,104,94
CCOC(=O)N1CCN(C(=O)c2sc3nc(-c4ccc(F)cc4)cn3c2C)CC1,101,98,60,101,0.4,0,101,6,5,103,99
CC1=C(C#N)C(c2cccnc2)C2=C(CC(c3ccc(Cl)cc3)CC2=O)N1 (stereo not given),99,97,35,98,0.1,23,100,14,.,102,99
COc1ccc(OCc2nnc(SCC(N)=O)n2-c2ccccc2OC)cc1,100,98,18,100,0.0,0,100,4,3,100,100
CCOCCCNCc1ccc(OCc2ccc(F)cc2)c(OC)c1,96,96,19,99,0.5,0,97,10,.,98,98
C=CCc1cc(C(=O)N2CCCCC2)ccc1O,96,93,36,98,-0.2,-1,97,4,6,95,96
COc1ccc(C(=O)ON=C2CCN(C)CC2)cc1,96,93,12,89,0.0,0,95,5,2,95,101
O=C(Nc1c(-c2ccccc2)nc2ccc(Cl)cn12)c1cccs1,99,100,10,100,.,4,102,14,-22,101,102
COc1cccc(C2CC(c3ccccc3Cl)n3nc(N)nc3N2)c1 (stereo not given),103,100,15,103,0.1,-2,102,8,-18,103,102
Cc1ccc(S(=O)(=O)NC(=O)NCCc2ccccc2)cc1,95,96,11,97,1.1,6,96,11,1,96,95
Cc1cc(N/N=C/c2ccc([N+](=O)[O-])o2)nc2ccccc12,95,96,17,95,0.1,1,98,9,-5,101,99
COc1cc(-c2nnc(SCC(=O)c3ccc(C)cc3)o2)cc(OC)c1OC,97,96,17,100,0.5,2,100,14,-22,103,99
COc1ccc(-c2nc(C#N)c(NCC3CCCO3)o2)cc1OC (stereo not given),100,99,43,100,0.3,1,100,33,.,103,98
COc1ccc(OC)c(C(=O)c2coc3ccc(OCC(=O)O)cc23)c1,104,99,47,104,0.6,5,105,9,-6,106,102
CC(C)N(Cc1ccccc1)C(=S)NCCN1CCOCC1,95,96,9,96,-0.2,-1,97,9,-37,97,94
Cc1ccc(F)cc1NC(=O)c1cnccn1,97,94,8,97,0.9,8,95,26,11,94,97
COc1ccc(-c2csc(NC(=O)c3ccccc3C(=O)O)n2)cc1,93,93,20,95,-0.1,1,98,9,2,97,94
COc1ccc(NC(=O)c2cc(-c3ccccc3Cl)no2)cc1,102,101,17,107,0.3,2,104,34,.,106,99
C=CCn1c(-c2cccc(OC)c2OC)n[nH]c1=S,103,101,14,101,0.2,-2,103,10,1,106,109
COc1ccccc1CNC(=O)CCn1c(=O)oc2ccccc21,106,103,13,104,0.7,3,103,7,.,106,99
COc1ccc(OCc2nnc3n2N=C(c2ccc(OC)cc2)CS3)cc1,99,97,13,100,0.7,2,98,6,.,102,96
c1csc(-c2nc3c4ccccc4c4ccccc4c3[nH]2)c1,93,92,26,93,1.0,10,95,6,.,88,101
COCCCn1c(SCc2ccccc2)nc2cc(OC)c(OC)cc2c1=N,95,97,9,97,1.5,2,96,10,11,96,93
CCOC(=O)c1[nH]c(C)c(CC(C)C)c1C,95,97,13,93,0.6,5,94,10,.,97,88
CCOC(=O)C1CCN(c2c(NC3CCCCCCC3)c(=O)c2=O)CC1,99,99,26,101,-1.9,1,98,7,.,104,100
CC(=O)CC(c1ccc([N+](=O)[O-])cc1)c1c(O)c2ccccc2oc1=O (stereo not given),102,98,8,101,0.2,1,101,8,.,103,101
CCOC(=O)Cn1nc(C)cc1NC(=O)c1ccncc1,101,99,10,103,0.4,1,100,13,19,106,107
N#CCCN(C(=O)CCl)c1cccc(Cl)c1,95,93,11,95,0.4,1,95,5,-18,100,96

# Looked up above.
# COc1ccc(OCc2nnc3n2N=C(c2ccc(OC)cc2)CS3)cc1 @ HRas wt GTP bind = 98
# COc1ccc(NC(=O)c2cc(-c3ccccc3Cl)no2)cc1 @ Rab7 wt modul = 99
# COCCCn1c(SCc2ccccc2)nc2cc(OC)c(OC)cc2c1=N @ GSH fluor = 9
# COc1cccc(C2CC(c3ccccc3Cl)n3nc(N)nc3N2)c1 (stereo not given) @ Cdc42 wt = 103
# COc1ccccc1CNC(=O)CCn1c(=O)oc2ccccc21 @ ABCG2 inh = 3

# Molecules from the list above that contain a CF3 group (3):
SMILES,Rab2 wt GTP,Rac1 act GTP bind,GSH fluor,Cdc42 wt,ABCB1 block,ABCG2 inh,HRas wt GTP bind,Avidin bead fluor,Pf gametocyte,Rac1 wt modul,Rab7 wt modul
CCC(NC(=O)Nc1nccs1)(C(F)(F)F)C(F)(F)F,100,97,21,101,0.5,2,100,14,.,102,102
O=C(CCNC(=O)c1ccccc1Cl)Nc1ccc(Cl)c(C(F)(F)F)c1,99,100,10,93,1.9,79,101,14,-11,101,96
O=C(Nc1cccc(C(F)(F)F)c1)c1ccc(-n2cncn2)nc1,100,93,19,93,0.2,2,97,11,.,98,100
